Source: PubChem (The Scripps Research Institute Molecular Screening Center)
CHRM4 antagonist = human M4 muscarinic receptor antagonists, primary screen, CHO cells, Fluo-8 calcium fluorescence; CHO-hM4 cells, ACh EC80; inhibition, % at 3 µM; 360,000 tested, 0.73% active; AID 624125, 2012;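 active means inhibition above its plate's cutoff, the mean inhibition of sample wells plus 3 SD, cut at about 27% in these data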;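 further: 0% = acetylcholine EC80 with DMSO and 100% = DMSO without agonist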
Target sequence (P08173 whole entry, looked up): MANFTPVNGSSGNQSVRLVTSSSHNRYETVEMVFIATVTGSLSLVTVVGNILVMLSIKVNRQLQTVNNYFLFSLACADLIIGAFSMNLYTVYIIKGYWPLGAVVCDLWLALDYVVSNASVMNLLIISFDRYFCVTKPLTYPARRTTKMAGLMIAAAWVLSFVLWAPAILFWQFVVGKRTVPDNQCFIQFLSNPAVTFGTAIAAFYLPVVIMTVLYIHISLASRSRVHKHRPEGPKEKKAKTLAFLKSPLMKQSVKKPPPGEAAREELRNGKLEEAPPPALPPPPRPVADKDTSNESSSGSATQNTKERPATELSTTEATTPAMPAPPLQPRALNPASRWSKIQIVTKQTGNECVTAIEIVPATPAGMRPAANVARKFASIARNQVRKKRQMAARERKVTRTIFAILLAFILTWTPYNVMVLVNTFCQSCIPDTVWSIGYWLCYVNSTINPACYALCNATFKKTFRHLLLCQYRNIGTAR
M1 ag = human M1 muscarinic receptor agonists, primary screen, Fluo-8 calcium fluorescence, CHO-K1 cells, HTS; CHO-K1 hM1, agonist mode; 0% DMSO, 100% acetylcholine EC100; activation, % at 3 µM; 360,000 tested, 0.33% active;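 active means activation above the run's mean compound activation plus 3 SD, cut at about 16% in these data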;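 further: peak over basal fluorescence ratio within a 140 s kinetic read after compound addition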
M5 ag = human M5 muscarinic receptor agonists, primary screen, CHO-K1 cells, Fluo-8 calcium fluorescence; CHO-K1 hM5 cells; 0% DMSO wells, 100% maximal acetylcholine response; AID 624037, 2012; Muscarinic acetylcholine receptor M5 (Homo sapiens), P08912; 360,000 tested, 0.19% active; activation, % at 3 µM;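 active means activation above the run's mean over test compounds plus 3 SD, cut at about 23% in these data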;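 further: signal is peak over basal fluorescence ratio across the kinetic read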
Target sequence (P08912 whole entry, looked up): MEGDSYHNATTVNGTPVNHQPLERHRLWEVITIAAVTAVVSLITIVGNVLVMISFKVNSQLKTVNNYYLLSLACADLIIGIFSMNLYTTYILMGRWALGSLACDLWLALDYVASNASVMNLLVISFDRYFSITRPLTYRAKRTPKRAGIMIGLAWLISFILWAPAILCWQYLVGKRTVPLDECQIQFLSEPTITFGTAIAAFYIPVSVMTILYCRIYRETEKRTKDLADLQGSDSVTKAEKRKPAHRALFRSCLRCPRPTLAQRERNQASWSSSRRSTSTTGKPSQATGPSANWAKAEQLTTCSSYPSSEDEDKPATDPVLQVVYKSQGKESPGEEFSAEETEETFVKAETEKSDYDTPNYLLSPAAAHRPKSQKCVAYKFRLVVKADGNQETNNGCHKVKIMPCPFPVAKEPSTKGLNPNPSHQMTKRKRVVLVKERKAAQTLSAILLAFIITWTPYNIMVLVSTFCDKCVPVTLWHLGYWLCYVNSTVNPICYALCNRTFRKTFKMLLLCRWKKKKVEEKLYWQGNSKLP
M5 antag = human M5 muscarinic receptor antagonists, primary screen, CHO cells, Fluo-8 calcium fluorescence; CHO-hM5 cells, ACh EC80; inhibition, % at 3 µM; 360,000 tested, 0.59% active; AID 624040, 2012;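 active means inhibition above a per-plate cutoff, the mean of that plate's test compounds plus 3 SD, cut at about 27% in these data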;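 further: 0% = acetylcholine EC80 with DMSO and 100% = DMSO without agonist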
CHRM1 antagonist = human M1 muscarinic receptor antagonists, primary screen, CHO-K1 cells, Fluo-8 calcium fluorescence, 1536-well; 360,000 tested, 1.3% active; AID 588852, 2011; CHO-K1 hM1, ACh EC80 antagonist; inhibition, % at 3 µM;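 active means percent inhibition above its own plate's cutoff, namely the mean of that plate's compound wells plus 3 SD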;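 further: peak over basal fluorescence ratio during 140 s after agonist addition; 0% = ACh EC80 plus DMSO and 100% = DMSO alone without agonist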
CHRM4 agonist = human M4 muscarinic receptor agonists, primary screen, CHO-K1 cells, Fluo-8 calcium fluorescence; activation, % at 3 µM; Muscarinic acetylcholine receptor M4 (Homo sapiens), P08173; 360,000 tested, 0.14% active; AID 624127, 2012; CHO-K1 hM4/Gqi5; vehicle 0%, full acetylcholine response 100%;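 active means activation above the run mean over all test wells plus 3 SD, cut at about 32% in these data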;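 further: peak over basal fluorescence ratio per well then scaled between controls; 0% = DMSO wells and 100% = acetylcholine at EC100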
TAAR1 ag = human TAAR1 agonists, primary screen, Fluo-8 calcium fluorescence, CHO RD-HGA16 cells. Trace amine-associated receptor 1 (Homo sapiens), Q96RJ0. vehicle wells 0%, saturating PEA agonist 100%. activation, % at 3 µM. 360,000 tested, 0.99% active. AID 624467, 2012;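 active means activation above the mean activation of all test compounds in the run plus 3 SD, cut at about 38% in these data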
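System: CHO RD-HGA16 cells carrying human TAAR1 plus Gα16; Incubation: 17-24 h seeding, 75 min 37 °C dye, 30 min RT; Measured by: Fluo-8 fluorescence, 5 s baseline then 140 s kinetic read; Control set: DMSO and PEA EC100; Replication: single well for each compound.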
CHRM5 PAM = human M5 muscarinic receptor positive allosteric modulators, primary screen, CHO-K1 cells, Fluo-8 calcium fluorescence; 360,000 tested, 0.3% active; activation, % at 3 µM; CHO-K1 hM5, ACh EC20 PAM; 0% = ACh EC20, 100% = ACh EC100;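 active means activation above the run cutoff, the mean activation of all test compounds plus 3 SD, cut at about 18% in these data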
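Replicates: One well per compound, no replicates | System: Human M5 receptor in CHO-K1 cells | Benchmarks: Low control EC20 acetylcholine (0%), high control EC100 acetylcholine (100%) | Probe or stimulus: Acetylcholine, EC20 level | Times: Fluo-8 loading 80 min at 37 °C plus 30 min room temperature | Signal: Intracellular calcium via Fluo-8 fluorescence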
CHRM1 PAM = human M1 muscarinic receptor positive allosteric modulators, primary screen, CHO-K1 cells, Fluo-8 calcium fluorescence, 1536-well; AID 588819, 2011; Muscarinic acetylcholine receptor M1 (Homo sapiens), P11229; activation, % at 3 µM; 360,000 tested, 0.088% active; CHO-K1 hM1, ACh EC20; 0% = ACh EC20, 100% = maximal ACh; in the data active means activation above about 19%, passing the limit was not always enough
Numbers without * were called inactive. Not all compounds are listed; rates above refer to the full screens.

SMILES	CHRM4 antagonist	M1 ag	M5 ag	M5 antag	CHRM1 antagonist	CHRM4 agonist	TAAR1 ag	CHRM5 PAM	CHRM1 PAM
COc1ccc(CNC(=O)CNS(=O)(=O)c2ccc(Cl)cc2)cc1	-10	-1	2	-7	-16	2	4	1	13
COc1ccc(-c2cc(CNS(=O)(=O)c3cc(OC)ccc3OC)on2)cc1	-2	-1	-3	3	-10	3	3	-6	5
O=C(CCCNC(=O)c1ccc(Cl)cc1)Nc1ccc(Br)cc1	-12	-1	-3	10	-20	0	4	3	20
COc1ccc(CCC(=O)N2CCN(S(=O)(=O)c3cccc(C(F)(F)F)c3)CC2)cc1OC	-3	2	1	5	5	2	1	-4	7
CCOC(=O)N1CCC(N2C(=O)c3ccc(C(=O)NCc4ccco4)cc3C2=O)CC1	-2	-4	2	1	-4	2	1	-4	0
Cc1cc(C)c(-c2c(O)c3c(n(C)c2=O)CC(C)(C)CC3=O)c(C)c1	1	-9	-5	-4	-7	1	5	1	1
O=C(Nc1ccc(C(=O)NCCCN2CCCCC2)cc1)C1=CSCCO1	4	-1	1	8	17	21	3	-8	-6
CCOP(=O)(OCC)C(NC(C)=O)C(=O)c1ccccc1 (stereo not drawn)	2	-4	-2	6	1	0	5	4	12
COc1ccccc1C(=O)NC(CCSC)C(=O)NCC(c1cccs1)N(C)C (stereo not drawn)	-7	-7	-4	-7	2	0	0	0	1
CCOC(=O)N1CCN(C(=O)CCNS(=O)(=O)c2cc(Br)cnc2N)CC1	-10	-5	-5	3	-6	1	0	-8	7
COc1ccc(CCNC(=S)Nc2cc(C)ccc2C)cc1	-3	-5	-5	4	-34	3	0	-4	5
CC1CCN(C(=O)CSc2nc3c(c(=O)n(C)c(=O)n3C)n2C)CC1	0	-6	-2	15	-14	1	-1	-5	8
CCN(CC(=O)NCc1ccc(Cl)cc1)C(=O)CSc1ccc(Br)cc1	2	-2	-2	11	3	6	0	-8	0
CCN(CC)CCC(=O)N1c2ccccc2CCc2ccc(NC(=O)OC(C)C)cc21	-1	-9	-21	1	10	2	0	-7	-13
CC(=O)N1CCN(C(=O)C2(NC(=O)Nc3cccc(F)c3)CCCCC2)CC1	3	-1	1	-1	-18	1	0	5	20
CCC(=O)Nc1ccccc1C(=O)N1CCN(Cc2ccccc2)CC1	-4	-4	0	-1	-19	0	-1	-2	0
CCOc1ccc(NC(=O)c2cn(CC(C)C)c(=O)c3c2c2ccccc2n3C)cc1	13	-4	-2	0	1	0	3	-2	6
COc1ccccc1NC(=O)CN1CCN(CC(=O)Nc2ccc3c(c2)OCO3)CC1	-12	-4	-1	9	6	2	1	4	-1
Cn1c(SCC(=O)NC2CCCCC2)nnc1-c1cccnc1	8	0	-4	11	-13	0	2	-2	15
COc1ccc(-c2nc3ccc(Cl)cn3c2Cc2ccc(C)cc2)cc1OC	-3	-3	0	9	-24	0	8	3	1
COc1cc(C(=O)NCc2ccncc2)cc(Br)c1OCc1ccccc1	-5	-1	4	15	0	18	7	-7	-2
CC(C)NCCCOc1ccc(C(C)(C)c2ccccc2)cc1	-14	-2	-3	0	-28	2	8	0	8
COc1cc(C)ccc1OCC(=O)NC1CCCCCC1	-9	-7	-4	13	-10	1	5	-2	9
CCn1c(=O)c(C(=O)NCCN2CCCCC2)c(O)c2ccccc21	6	-6	-5	-5	-10	0	2	9	11
C=CCN(CC=C)Cc1c(C)[nH]c2c(C)c(C)ccc2c1=O	-4	-8	-3	25	-7	12	5	-16	-13
COc1ccc(CC(=O)OCCN(C)C)cc1	-7	-3	-4	-6	-37	1	1	10	10
COc1ccccc1NC(=O)c1ccccc1C(=O)O	5	-4	0	-9	-2	0	5	0	12
Cc1cccc(NC(=O)Cn2c(O)c(N=NC(=O)c3ccncc3)c3ccccc32)c1	-3	-4	0	2	-9	2	1	3	4
CC(NC(=O)c1ccc(Br)s1)c1ccncc1 (stereo not drawn)	-11	-6	-2	2	9	-1	1	9	3
COc1ccc(C(=O)Nc2nnc(S(=O)(=O)Cc3ccccc3)s2)cc1	-3	-1	-4	15	18	1	0	-4	-6

Looked up by structure from above (four):
SMILES	CHRM4 antagonist	M1 ag	M5 ag	M5 antag	CHRM1 antagonist	CHRM4 agonist	TAAR1 ag	CHRM5 PAM	CHRM1 PAM
CC(C)NCCCOc1ccc(C(C)(C)c2ccccc2)cc1	-14	-2	-3	0	-28	2	8	0	8
COc1ccc(C(=O)Nc2nnc(S(=O)(=O)Cc3ccccc3)s2)cc1	-3	-1	-4	15	18	1	0	-4	-6
Cn1c(SCC(=O)NC2CCCCC2)nnc1-c1cccnc1	8	0	-4	11	-13	0	2	-2	15
COc1ccccc1NC(=O)c1ccccc1C(=O)O	5	-4	0	-9	-2	0	5	0	12

(more compounds)
SMILES	CHRM4 antagonist	M1 ag	M5 ag	M5 antag	CHRM1 antagonist	CHRM4 agonist	TAAR1 ag	CHRM5 PAM	CHRM1 PAM
CCc1ccc(OCC(=O)Nc2cccc3c2CCCC3)cc1	3	-10	-3	-5	4	-2	0	2	3
CC1CCN(c2nc(Cl)nc(Nc3ccc([N+](=O)[O-])cc3)n2)CC1	-4	-5	-2	7	-4	0	0	-3	9
Cc1ccc2c(nc3s/c(=C/c4cccs4)c(=O)n32)c1C	6	-1	2	10	2	0	1	-3	0
Cc1c(C(=O)NCc2ccco2)oc2ccccc12	-3	5	-3	14	12	0	-2	1	8
CCCN1C(=O)/C(=C/c2ccc(C)s2)SC1=Nc1ccc(OC)cc1	-14	-4	-4	-7	-14	0	14	5	6
O=C(NCCc1ccccc1)c1ccc(NC2=NC3CS(=O)(=O)CC3S2)cc1 (stereo not drawn)	-10	-2	0	0	-16	2	1	-2	8
O=C(O)c1ccc(-n2nncc2-c2ccccc2)cc1	-4	-3	-3	19	-6	0	2	-5	8
Cc1ccc(CN2CC(N3CCC(Cc4ccccc4)CC3)CS2(=O)=O)cc1 (stereo not drawn)	-15	-2	3	-7	-11	5	6	2	14
O=CN1CCN(C2CC(=O)N(c3ccc4c(c3)OCO4)C2=O)CC1 (stereo not drawn)	1	-1	2	-11	8	0	7	7	6
CCC(C)N(NC(C)=O)c1nc(Cl)nc(NC(C)(C)C)n1 (stereo not drawn)	12	-2	-2	-4	22	-1	13	0	-10
COc1ccccc1C(=O)OCC(=O)NC(=O)NC1CCCC1	8	-5	4	1	13	1	0	3	-2
O=C(NCCCN1CCOCC1)c1ccc(Cl)c([N+](=O)[O-])c1	1	-6	-2	-3	-11	1	0	8	7
C=CCOc1cccc(C2/C(=C(/O)c3ccc(Cl)cc3)C(=O)C(=O)N2CCN2CCOCC2)c1 (stereo not drawn)	-1	-3	-1	3	-8	0	3	-3	4
Cc1cnc(C(=O)N2CCCC(C(=O)c3ccc(C(C)(C)C)cc3)C2)cn1 (stereo not drawn)	-3	-4	1	11	-7	7	3	-7	3
CCn1c(CNC(=O)c2ccccc2)nnc1SCC(=O)N1CCN(c2ccccc2)CC1	6	-4	-7	-1	-2	1	-2	-4	1
Nc1cc(-c2ccccc2)nn1Cc1ccccc1	-9	-6	-5	-27	-9	2	4	8	10
Cn1nccc1C(=O)OCC(=O)Nc1nc(-c2ccccc2)cs1	-7	-2	-1	3	0	17	10	-10	-1
O=C(Cc1ncc(C(F)(F)F)cc1Cl)N1CCN(c2ccc(F)cc2)CC1	-1	-4	0	-7	4	1	0	3	6
Cc1ccc(C(C[N+](=O)[O-])c2c(C)cc3ccccn23)cc1 (stereo not drawn)	3	-9	-4	-2	12	2	3	-3	-7
O=C(CSc1nnc(CNC(=O)c2ccccc2)o1)Nc1ccc2c(c1)OCCO2	-1	-2	-1	14	-6	1	-1	-6	5
O=C(CSc1nc2ncccc2[nH]1)c1cccc([N+](=O)[O-])c1	-4	-7	-3	8	-11	2	0	-5	6
CCOc1ccc(OCCCC(=O)ON=C(N)c2ccccc2C)cc1	-8	-5	-6	-3	3	0	0	-3	-2
Cc1ccccc1OCC(=O)N1CCCCCCC1	-2	-4	1	0	-16	1	-1	1	16
O=C(COC(=O)c1cnccn1)Nc1cc(S(=O)(=O)N2CCOCC2)ccc1Cl	8	-4	6	5	-6	2	3	0	-2
CC(/C=C1\SC(=S)N(NC(=O)c2ccncc2)C1=O)=C\c1ccccc1	-5	-2	3	1	-8	0	-1	-6	5
CCOC(=O)C1(Cc2cccc(OC)c2)CCCN(Cc2cc(C(C)C)n[nH]2)C1 (stereo not drawn)	-14	-10	-1	-9	-5	2	7	4	12
Cc1cc(NC(=O)c2ccccc2)no1	-5	-3	-1	-5	4	1	3	0	-1
Cc1ccc(C(=O)N2CCOCC2)cc1Cl	-12	-2	-1	3	-11	1	1	2	6
CN(C)c1cc(-c2ccc(Cl)cc2Cl)oc(=O)c1Cl	1	-8	-9	12	-7	0	-3	1	3
CCCC(=O)Nc1ccc2nc(SCC(=O)N3CCCC3)sc2c1	1	-3	-1	6	-10	1	0	1	2
Cc1ccc(C(=O)N/C(=C\c2ccco2)C(=O)NCCN2CCOCC2)cc1C	5	-2	-5	10	10	0	1	-3	-4
Cc1cc(NC(=O)Nc2cccc3ccccc23)no1	2	-2	-1	6	-12	2	15	2	1
COc1ccc(CCNC(=O)C2CCCN(S(=O)(=O)N3CCCCCC3)C2)cc1OC (stereo not drawn)	-2	-3	-3	10	-7	1	2	-9	2
O=C(CN1CCN(Cc2ccccc2Cl)C1=O)NCCCN1CCOCC1	12	-2	3	10	-8	0	4	2	6
Cc1ccccc1CN1CCCNC1=O	1	-5	-3	7	-6	0	11	-8	2
Cc1ccccc1-c1cccc(CN2CCN(C)C(CCO)C2)c1 (stereo not drawn)	11	-7	-7	0	-8	4	4	8	6
Cc1c(C(=O)OCC(=O)N2CCCCC2C)oc2ccccc12 (stereo not drawn)	-16	-7	0	-7	-3	2	-1	-2	-3
Cc1cc(C)cc(CC(=O)N2CCC2(C)C(=O)NS(=O)(=O)c2ccc(Cl)s2)c1 (stereo not drawn)	-7	-3	0	4	-12	1	3	-1	5
O=C(N/N=C/c1cc2c(cc1Cl)OCO2)c1cc(-c2ccccc2)n[nH]1	0	0	-2	13	1	6	2	-7	-2
NC(=O)c1ccc(NC(=O)CCCN2C(=O)NC3(CCCC3)C2=O)cc1	-9	4	3	-1	-17	1	1	8	17
O=C(CNC(=O)c1ccccc1)NCCc1nc2ccccc2[nH]1	-3	-4	-1	-1	-14	2	0	3	10
